Screening results as filed in PubChem.
KOR beta-arrestin-1: KOR agonists, beta-arrestin recruitment, primary screen, cell-based, luminescence, uHTS (AID 1777). KOR beta-arrestin recruitment, luminescence; higher % means a stronger effect. activation, % at 10 µM; hits with a dose series show EC50 in µM. actives 0.02% (n = 280,000); in the data active = activation above about 50%, passing the limit was not always enough; note: a part of the inactive calls stands beside numbers as strong as those of hits
NOD1 NF-kB reporter: NOD1 signaling inhibitors, primary screen, cell-based, luminescence, uHTS (AID 1578) | actives 1% (n = 290,000) | NOD1-driven NF-kB luciferase reporter cells, luminescence; higher % means a stronger effect | inhibition, % at 4 µM; hits with a dose series show EC50 in µM; in the data active = inhibition mostly above about 36%, no sharp cut-off; inactive = mostly below about 34%;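 note: HEK-293T reporter cells stimulated with the NOD1 agonist gamma-tri-DAP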
SIAH1 antagonists: Siah-1 peptide-binding antagonists, primary screen, biochemical, fluorescence polarization, rhodamine-plectin, uHTS (AID 1817); actives 0.02% (n = 290,000); Siah-1 / rhodamine-plectin peptide fluorescence polarization; higher % means a stronger effect; displacement, % at 20 µM, or IC50 in µM where a hit was titrated;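 active = displacement of at least 50% at 20 µM, with a fluorescence ratio check between 0.3 and a set limit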;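 note: plate controls were Siah plus tracer with DMSO for no effect and tracer alone without Siah for full effect; strong numbers were not always called active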
Myeloid diff MLP: myeloid differentiation induction; ER-HoxA9 myeloid progenitors, lysozyme-GFP differentiation, flow cytometry; calls only at 10 µM; actives 1% (n = 360,000);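 active = normalized GFP-positive differentiation at or above the plate's own cutoff, the solvent-only control mean plus 3 SD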;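 note: cells exposed to compound for four days before flow analysis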
KOR beta-arrestin-2: KOR antagonists, beta-arrestin recruitment, cell-based, luminescence, uHTS (AID 1778). KOR beta-arrestin recruitment, luminescence, antagonist mode; higher % means a stronger effect. inhibition, % at 10 µM; hits with a dose series show IC50 in µM. actives 0.091% (n = 290,000); note: strong numbers were not always called active
LYP phosphatase: PTPN22 lymphoid phosphatase activity blockers – biochemical, fluorescence intensity, uHTS (AID 1779); recombinant LYP phosphatase, fluorescence intensity; higher % means a stronger effect; inhibition, % at 11.5 µM; hits with a dose series show IC50 in µM; actives 0.054% (n = 290,000);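 note: plate controls were vehicle with enzyme for no effect and no enzyme for full effect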
HIV fusion peptide: cell-free HIV fusion peptide-binding blockers – biochemical, uHTS, fluorescence dequenching, primary screen (AID 1986); actives 0.3% (n = 290,000); cell-free peptide binding, fluorescence dequenching, 30 min; higher % means a stronger effect; inhibition, % at 20 µM; hits with a dose series show IC50 in µM; in the data active = inhibition mostly above about 52%, no sharp cut-off; inactive = mostly below about 76%; note: some results filed as inactive read as strong as hits
HEK293 NOD2/NF-kB: NOD2 signaling inhibitors, cell-based, luminescence, uHTS, HEK293 (AID 1566) | inhibition, % at 4 µM, or EC50 in µM where a hit was titrated | actives 0.63% (n = 290,000) | HEK293 NOD2/NF-kB luciferase reporter, luminescence; higher % means a stronger effect; note: many of its hits are not listed in these tables
PhoP inhibition: inhibitors of PhoP regulon expression, primary screen, Salmonella Typhimurium, GFP reporter (AID 1863) | S. Typhimurium PhoP-regulated promoter GFP reporter, 4 h; higher % means a stronger effect | inhibition, % at 50 µM; hits with a dose series show IC50 in µM | actives 0.16% (n = 300,000);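 active = inhibition over 29.93%, a cutoff 3 SD above the screen mean, later confirmed by dose response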;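 note: 0% = low Mg2+ inducing control and 100% = high Mg2+ repressing control; strong numbers were not always called active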
Myeloid diff MLP GFP+ MAC1+ %: further read-out of Myeloid diff MLP, marked with its call; GFP+ MAC1+ double positive, %; measured here: differentiation confirmed by MAC1 staining
Numbers without * were called inactive; i = inactive; · = no result given; + = active, no number; [ ] = dose if it differs, or a comment. Cut-off read from the data, not from the text of the source, unless noted: active = inhibition above about 50%; inactive = the rest. An excerpt; the hit share may differ from the screen's.

SMILES	KOR beta-arrestin-1	NOD1 NF-kB reporter	SIAH1 antagonists	Myeloid diff MLP	Myeloid diff MLP GFP+ MAC1+ %	KOR beta-arrestin-2	LYP phosphatase	HIV fusion peptide	HEK293 NOD2/NF-kB	PhoP inhibition
COCCn1cc(C(=O)NCc2cccs2)c2c3ccccc3n(C)c2c1=O	0.3%	-31%	4%	i	3.3	7%	4%	3.5%	17%	26%
CCCc1cc(-c2ccc(O)c(OCC)c2)c(C#N)c(N)n1	-7.3%	4%	2%	i	0.4	10%	0%	-0.9%	-1%	-3%
CCOc1ccccc1OCCCC(=O)N1CCN(S(=O)(=O)c2ccc(C)cc2)CC1	-1.4%	18%	1%	i	0.5	9%	1%	1.5%	13%	9%
O=S(=O)(c1ccccc1)N1CCN(C(=S)Nc2ccccc2Cl)CC1	3.7%	45%	-5%	i	1.4	-14%	-8%	-1.6%	4%	-6%
Cc1ccc(/C=C/C(=O)OCC(=O)N2CC(=O)Nc3ccccc32)o1	-2.1%	-15%	19%	i	0.2	-7%	28%	4.4%	-4%	16%
Cc1nnc(SCC(=O)Nc2ccccc2F)n1Cc1ccco1	4.0%	8%	-7%	i	0.4	26%	-5%	-1.8%	9%	·
O=C(CNc1ccccc1)N/N=C/c1ccc2c(c1)OCO2	-2.8%	-30%	-3%	i	0.2	-42%	-4%	-1.8%	-26%	2%
CC(C)COC(=O)C1[C@H]2C(=O)N(Cc3cccs3)C[C@]23C=C[C@H]1O3 (stereo not given in full)	0.2%	·	6%	i	0.4	6%	5%	1.8%	11%	-9%
O=C(N/N=C/c1cccs1)c1ccc2nc[nH]c2c1	0.8%	-28%	3%	i	0.5	10%	2%	2.2%	7%	-9%
COCCC(=O)Nc1ccc2c(c1)CN(C(=O)CCSC)CC2	-6.5%	-42%	3%	i	0.7	4%	-7%	-0.6%	-24%	-1%
O=C(OC(C(=O)NCC1CCCO1)c1ccc(F)cc1)c1cccs1 (stereo not given)	-2.9%	-17%	-2%	i	3.9	-8%	0%	0.3%	-3%	-7%
C[C@@H](C(=O)O)[C@H]1C[C@]1(C)[C@H](NC(=O)OCc1ccccc1)c1ccccc1	1.6%	5%	-2%	i	2.7	-10%	-4%	3.4%	12%	-2%
COc1ccc(S(=O)(=O)N(C)c2ccc(C(=O)Nc3cccnc3)cc2)cc1OC	-1.5%	-5%	4%	i	0.4	-2%	-11%	1.4%	23%	1%
O=c1cc(Cl)[nH]n(-c2ccccc2)c1=O	-5.9%	-41%	6%	i	1.1	-13%[20 µM]	-9%	-1.6%	-1%	-13%
Cc1cc(C)nc(NC(=O)Cc2ccc(Br)cc2)n1	1.8%	-23%	-3%	i	1.0	-2%	5%	0.3%	10%	7%
CCCCNC(=O)C1(NC(=O)Nc2ccccc2)CCCCC1	1.0%	14%	-4%	i	0.5	-31%	-6%	-0.3%	-6%	-3%
O=C1CCCN2N=C(SCC(=O)N3N=C(c4ccc(Br)cc4)CC3c3ccc(F)cc3)SC2=N1 (stereo not given)	-0.1%	-46%	3%	i	0.9	10%	5%	1.2%	5%	5%
O=C(NC1=NCCS1)C12CC3CC(C1)CC(C(=O)NC1=NCCS1)(C3)C2	9.1%	-4%	-1%	i	0.9	-26%	-10%	1.7%	-2%	1%
CC(C)NC(=O)c1cc(-c2ccco2)nn1-c1ccc(Cl)cc1	-1.3%	45%	15%	i	0.7	22%	4%	38%	14%	-5%
O=C(NNC(=O)c1ccncc1)c1ccncc1	-5.8%	16%	-4%	i	3.0	-50%	-6%	-0.9%	9%	-7%
Cc1ccc(C(=O)NCCc2nnc3ccc(NCCCN4CCOCC4)nn23)cc1	-1.0%	3%	-2%	i	1.4	13%	-16%	0.2%	17%	5%
Cc1ccc2c(c1)cc(CN(Cc1ccc3c(c1)OCO3)C(=O)c1ccccc1)c1nnnn12	3.2%	6%	0%	i	0.6	-2%	-6%	-2.3%	-13%	-6%
CCN(CC(=O)NCc1ccc(Cl)cc1)C(=O)CN1C(=O)NC(CC)(c2ccccc2)C1=O (stereo not given)	1.6%	4%	-1%	i	0.7	-1%	-14%	-2.7%	-1%	-5%
COc1ccccc1/C=C\C(=O)NCC(=O)N/N=C/c1cccc(OC)c1O	-5.5%	-12%	0%	i	1.3	-17%	-4%	4.9%	43%	-3%
O=C(c1cccnc1)N1CCN(S(=O)(=O)c2ccc(S(=O)(=O)N3CCCC3)cc2)CC1	-8.5%	-20%	0%	i	9.0	-16%	-6%	1.1%	23%	2%

Following part.
SMILES	KOR beta-arrestin-1	NOD1 NF-kB reporter	SIAH1 antagonists	Myeloid diff MLP	Myeloid diff MLP GFP+ MAC1+ %	KOR beta-arrestin-2	LYP phosphatase	HIV fusion peptide	HEK293 NOD2/NF-kB	PhoP inhibition
COc1ccc(-c2noc(CCCC(=O)NCCc3ccccc3)n2)cc1OC	-1.4%	5%	-2%	i	0.7	-3%	-4%	-2.1%	4%	-2%
NCc1cccc(-n2cccn2)c1	5.8%	16%	-1%	i	3.0	-56%	-2%	-3.1%	-1%	-7%
O=C(N/N=C/c1ccc(N2CCOCC2)cc1)c1ccc(O)cc1	2.5%	-1%	-4%	i	0.4	4%	4%	0.6%	-10%	-2%
O=C(O)COCC(=O)NCc1nc(-c2ccc(C(F)(F)F)cc2)no1	2.9%	1%	1%	i	0.1	17%	-7%	-0.7%	13%	-4%
CCOc1ccc(C(=O)NCc2ccco2)cc1	-3.3%	5%	-2%	i	6.7	0%	-2%	-1.0%	-15%	15%
CC1(C)CC(=O)C=C(Nc2ccc(Br)cn2)C1	-0.7%	3%	-1%	i	5.0	-12%	-12%	-2.9%	-12%	29%
CCCc1nnc(NC(=O)CCC(=O)Nc2ccc(F)cc2)s1	-3.3%	-4%	4%	i	6.7	3%	-4%	0.7%	11%	-1%
CCOC(=O)c1c(CN2CCOCC2)n(-c2ccccc2)c2ccc(O)cc12	-1.6%	-20%	-1%	i	1.1	-6%	0%	-2.8%	-10%	-2%
COc1ccc(NC(=O)C2CCN(c3ncnc4c3nc3n4CCCCC3)CC2)c(OC)c1	4.4%	18%	-3%	i	0.0	-23%	-13%	0.6%	39%	-9%
COc1ccc(Cl)cc1NC(=O)CN(C)Cc1cccs1	0.8%	-16%	5%	i	3.4	-5%	3%	1.1%	2%	-4%
N/C(=N\OC(=O)c1ccc(Cl)c([N+](=O)[O-])c1)c1ccccc1	-0.2%	-13%	4%	i	0.3	-20%[20 µM]	-6%	0.1%	0%	-13%
CCCOc1ccc(C(=O)NC(=S)N2CCN(c3cc4c(cc3F)c(=O)c(C(=O)O)cn4CC)CC2)cc1	0.2%	-15%	15%	+	5.0*	-12%	4%	6.3%	3%	24µM*
COc1ccc(NC(=O)[C@@]2(CC(=O)O)CC(/C=C/c3ccccc3)=NO2)cc1	0.1%	-11%	-1%	i	1.1	-32%	-2%	-0.8%	12%	0%
O=C(CSc1ncn[nH]1)NC1CC2CCC1C2 (stereo not given)	-2.3%	10%	1%	i	1.3	1%	-3%	-0.4%	5%	8%
COC(=O)C1C(=O)C2=C(CC1C)NC(=O)CC2c1cccc(C)c1 (stereo not given)	-1.2%	15%	4%	i	0.9	5%	-4%	0.2%	18%	-2%
COc1cc(CN(C)CC2CCCN(CCc3ccccc3F)C2)cc(Cl)c1OC (stereo not given)	3.3%	6%	0%	i	0.8	-8%	-6%	0.4%	-29%	-5%
Nc1ncc2c(n1)-c1ccccc1CC2	-4.5%	14%	1%	i	0.0	-19%	-11%	-2.9%	23%	1%
COCCCNC(=O)CN(c1cccc(Cl)c1C)S(C)(=O)=O	0.2%	34%	-7%	i	0.7	-12%	-10%	-2.1%	20%	6%
O=C(CCN1c2ccccc2Sc2ccccc21)OCc1nnc(-c2ccccc2)o1	·	-42%	-2%	i	0.5	-9%	-2%	0.6%	5%	-5%
COc1ccc(C)cc1NC(=O)C1CCCN(S(=O)(=O)c2cccnc2)C1 (stereo not given)	-4.1%	-24%	6%	i	0.5	-7%	-3%	-0.5%	-5%	-8%
COC(=O)CN(c1nc(C)c(Br)c(OC)n1)S(=O)(=O)c1ccc(C)cc1	-2.9%	-24%	0%	i	1.4	24%	-6%	-0.5%	1%	7%
COCCCNC(=S)Nc1ccc(CC(=O)O)cc1	-1.6%	13%	-1%	i	0.5	·	-3%	-3.5%	-1%	-7%
O=C(CN1CCN(S(=O)(=O)c2ccc(Cl)cc2)CC1)NC1CC1	4.0%	-10%	-1%	i	0.6	-18%	-4%	0.7%	8%	-5%
O=C(CO)N/N=C/c1ccccc1F	18%	8%	-2%	i	1.0	4%	-6%	-1.8%	5%	5%
N#CC1(c2nc3ccccc3[nH]2)CC1c1ccc2c(c1)OCO2 (stereo not given)	-5.2%	-13%	-1%	i	0.7	19%	4%	1.5%	-17%	3%

Continuation:
SMILES	KOR beta-arrestin-1	NOD1 NF-kB reporter	SIAH1 antagonists	Myeloid diff MLP	Myeloid diff MLP GFP+ MAC1+ %	KOR beta-arrestin-2	LYP phosphatase	HIV fusion peptide	HEK293 NOD2/NF-kB	PhoP inhibition
CCOC(=O)c1cn(CC(=O)Nc2cccc(F)c2)nn1	-4.5%	-6%	0%	i	0.0	20%	-5%	-1.5%	12%	-11%
O=C(CS(=O)(=O)Cc1ccccc1)N1CCc2ccccc2C1	-4.7%	-20%	0%	i	0.6	8%	-1%	-2.5%	-14%	2%
FC(F)(F)c1cc(-c2cccs2)nc(-n2cc(Cl)cn2)n1	6.0%	-2%	3%	i	0.1	-3%	-4%	1.2%	12%	-1%
Clc1ccc(N=c2ssnc2Cl)nc1	·	48%	55%	i	0.2	-20%[20 µM]	10%	-1.3%	11%	-3%
CCn1cc(C(=O)NCc2cccnc2)c2cc(OC)c(OC)cc2c1=O	-1.3%	-36%	-5%	i	0.6	16%	5%	-0.9%	-6%	-1%
NC(=O)CSc1cn(Cc2cccc(F)c2)c2ccccc12	-0.5%	-51%	14%	i	0.2	-30%	1%	0.3%	14%	1%
COc1cccc(C2c3c(-c4ccccc4O)n[nH]c3C(=O)N2Cc2ccco2)c1 (stereo not given)	6.2%	-4%	1%	i	0.2	-2%	-1%	-2.1%	-21%	-10%
NNC(=O)c1sccc1OCc1cccc(C(F)(F)F)c1	2.2%	-30%	0%	i	0.3	-27%	-5%	-2.2%	-19%	-6%
CCn1nnc(NC(=O)C(c2ccccc2)c2ccccc2)n1	·	-29%	6%	i	0.4	9%[20 µM]	-4%	-1.1%	9%	·

Looked up one by one from the list above (four):
SMILES	KOR beta-arrestin-1	NOD1 NF-kB reporter	SIAH1 antagonists	Myeloid diff MLP	Myeloid diff MLP GFP+ MAC1+ %	KOR beta-arrestin-2	LYP phosphatase	HIV fusion peptide	HEK293 NOD2/NF-kB	PhoP inhibition
FC(F)(F)c1cc(-c2cccs2)nc(-n2cc(Cl)cn2)n1	6.0%	-2%	3%	i	0.1	-3%	-4%	1.2%	12%	-1%
COc1cccc(C2c3c(-c4ccccc4O)n[nH]c3C(=O)N2Cc2ccco2)c1 (stereo not given)	6.2%	-4%	1%	i	0.2	-2%	-1%	-2.1%	-21%	-10%
O=C(CS(=O)(=O)Cc1ccccc1)N1CCc2ccccc2C1	-4.7%	-20%	0%	i	0.6	8%	-1%	-2.5%	-14%	2%
CCn1nnc(NC(=O)C(c2ccccc2)c2ccccc2)n1	·	-29%	6%	i	0.4	9%[20 µM]	-4%	-1.1%	9%	·
